TPT1 inh – inhibitors of Candida albicans tRNA 2'-phosphotransferase TPT1. inhibition, % at 5 µM. recombinant caTPT1, FP RNA substrate dephosphorylation. 300,000 compounds, 0.81% hits;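 active = inhibition above the mean of all tested compounds plus 3 SD, set per screening campaign, cut at about 24% in these data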;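 also: plate controls were DMSO alone for no effect and ferristatin control at 100 nM for full effect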
procasp7 counter – counter-screen for procaspase-3 activators: activators of human procaspase-7; recombinant procaspase-7, Ac-DEVD-pNA absorbance 405 nm; D23A/D198A/D206A triple mutant, cannot self-cleave; scale: DMSO 0, 5 µM enzyme 100; P55210; activation, % at 8.5 µM; AID 463210; 330,000 compounds, 0.093% hits;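 active = percent activation above the screen-wide mean plus 3 SD, cut at about 25% in these data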
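signal = Epi-absorbance of released pNA at 405 nm, two timepoints | assay system = Uncleavable procaspase-7 mutant enzyme | reagent = Ac-DEVD-pNA substrate, 400 µM as added | times = 1 h enzyme–compound preincubation and 2 h substrate reaction, both 25 °C | benchmarks = low DMSO alone, high DMSO plus 5 µM PC-7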
PP1 counter – counter-screen for PP5 inhibitors: inhibitors of human PP1-alpha | P62136 | purified PP1alpha, OMFP fluorescence | inhibition, % at 6.7 µM | 320,000 compounds, 0.9% hits | AID 2235;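 active = inhibition above the mean inhibition of all tested compounds plus 3 SD, computed separately for each screening campaign, cut at about 15% in these data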
PP5 inh – PP5 (human) phosphatase inhibition; P53041; purified PP5c, OMFP substrate fluorescence; inhibition, % at 6.7 µM; 320,000 compounds, 0.18% hits; AID 1987;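 active = inhibition above the campaign's mean inhibition across all tested compounds plus 3 SD, cut at about 9.5% in these data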;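 also: 0% = DMSO only and 100% = 100 µM cantharidin control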
Target sequence (P53041 whole entry, looked up): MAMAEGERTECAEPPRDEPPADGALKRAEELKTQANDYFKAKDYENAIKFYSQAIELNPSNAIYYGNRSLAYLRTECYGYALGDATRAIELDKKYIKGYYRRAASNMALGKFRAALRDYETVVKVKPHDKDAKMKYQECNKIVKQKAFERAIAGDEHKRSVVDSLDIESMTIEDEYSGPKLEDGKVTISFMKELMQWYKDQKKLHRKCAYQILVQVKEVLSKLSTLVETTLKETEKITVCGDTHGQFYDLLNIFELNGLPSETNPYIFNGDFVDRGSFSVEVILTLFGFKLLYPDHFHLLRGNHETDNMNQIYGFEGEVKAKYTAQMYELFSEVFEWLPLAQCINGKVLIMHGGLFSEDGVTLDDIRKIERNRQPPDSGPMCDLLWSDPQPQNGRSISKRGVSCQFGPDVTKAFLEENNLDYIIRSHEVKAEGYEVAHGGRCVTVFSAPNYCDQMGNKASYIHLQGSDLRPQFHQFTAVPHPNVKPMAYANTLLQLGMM
CTSL1 counter – counter-screen for PFM18AAP inhibitors: inhibitors of F. hepatica cathepsin L1 | recombinant F. hepatica cathepsin L1, Z-Leu-Arg-MCA fluorescence | inhibition, % at 5.96 µM | 300,000 compounds, 0.49% hits | AID 1906;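 active = inhibition above the mean of all tested compounds plus 3 SD, set per screening campaign, cut at about 17% in these data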;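 also: 0% = plate median of test compound wells and 100% = 1 µM Z-Phe-Ala-diazomethylketone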
Efflux pump inh – blocks antifungal efflux pumps in multiplex yeast assay | 330,000 compounds, 0.44% hits | inhibition, % at 10 µM | AID 485275 | S. cerevisiae Candida pump triplex, Nile Red efflux;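 active = plate passing quality check with inhibition over a set limit, or well fluorescence over plate mean plus 4 SD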;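 also: Nile Red retained in pooled yeast measured as flow cytometry median fluorescence; 0% = buffer negative control and 100% = Enniatin B positive control; higher means more Nile Red kept so more efflux inhibition; some compounds called inactive have numbers as strong as hits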
proCasp3 act – activates human procaspase-3; P42574; recombinant procaspase-3 D3A, Ac-DEVD-pNA absorbance 405 nm; activation, % at 8.5 µM; 330,000 compounds, 0.11% hits; AID 463141;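 active = activation above the mean of all tested compounds plus 3 SD, cut at about 21% in these data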;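 also: 0% = DMSO alone and 100% = DMSO wells spiked with extra 5 µM PC-3 D3A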
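Compound: 8.5 µM single point, 0.8% DMSO / Material: Autoprocessing-dead procaspase-3 D3A mutant enzyme / Timing: 1 h preincubation plus 2 h reaction at 25 °C / Medium: Zinc-free HEPES/NaCl buffer with 0.01% Triton X-100 at pH 7.4 / Technique: 405 nm absorbance of p-nitroaniline, reads at 0 and 120 min / Repeats: one well per compound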
HCV core dimer – HCV core protein dimerization inhibition | AID 1899 | 300,000 compounds, 0.33% hits | TR-FRET GST/Flag-core106 dimerization, 1536-well | inhibition, % at 5 µM;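 active = inhibition above the mean of all tested compounds plus 3 SD, set per screening campaign, cut at about 45% in these data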
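assay system = GST-tagged and Flag-tagged HCV core protein residues 1-106 | controls = unlabelled core106 and no-GST-core106 wells | incubation = compound-protein-antibody incubation 4 h at 22.5 °C | probe or stimulus = Eu donor and XL665 acceptor anti-tag antibodies | read-out = % inhibition based on acceptor/donor emission ratio | signal = TR-FRET 671 and 617 nm emission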
JMJD2C inh – blocks human GASC-1 demethylase activity; Q9H3R0; GST-JMJD2C(1-420) H3K9me3 demethylation, DELFIA europium; inhibition, % at 2.35 µM; 330,000 compounds, 0.069% hits; AID 2099;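 active = more than half of a compound's replicate wells show inhibition beyond 50%, single wells judged on their own value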;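 also: signal counts dimethyl H3K9 product captured on neutravidin plate; 0% = median of DMSO wells and 100% = 0.3 times that DMSO median; strong numbers were not always called active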
Target sequence (Q9H3R0 1-420 limits assumed): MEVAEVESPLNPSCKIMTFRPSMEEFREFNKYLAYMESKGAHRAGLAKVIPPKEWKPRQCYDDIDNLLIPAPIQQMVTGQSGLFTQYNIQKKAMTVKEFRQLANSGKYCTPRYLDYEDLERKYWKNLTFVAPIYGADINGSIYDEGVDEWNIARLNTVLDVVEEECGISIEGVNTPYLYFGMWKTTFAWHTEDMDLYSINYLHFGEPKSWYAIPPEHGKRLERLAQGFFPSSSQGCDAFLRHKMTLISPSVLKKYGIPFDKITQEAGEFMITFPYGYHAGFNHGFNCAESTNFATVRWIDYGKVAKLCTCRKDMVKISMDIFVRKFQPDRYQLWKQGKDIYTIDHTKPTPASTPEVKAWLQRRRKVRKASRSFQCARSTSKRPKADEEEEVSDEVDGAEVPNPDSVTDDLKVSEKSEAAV
The depositor's hits bear a star; i = inactive; / = no result given.

SMILES	TPT1 inh	procasp7 counter	PP1 counter	PP5 inh	CTSL1 counter	Efflux pump inh	proCasp3 act	HCV core dimer	JMJD2C inh
CC(C)Nc1ccc(Nc2ccnc3cc4ccccc4cc23)cc1	2	-11	9	0.5	-11	0.1	-2	-21	-1
C[C@@H](NC(=O)c1nc[nH]c1C(=O)N1CCc2ccccc2C1)c1ccccc1	/	4	-3	2.1	/	0.0	1	/	1
COc1cccc(NC(=O)CN(C)C(=O)COc2cc(C)ccc2Cl)c1	-2	2	-3	1.7	1	-0.1	4	-2	0
O=C(CN1C(=O)CCC1=O)NNc1ccc2ccccc2c1	-3	5	0	-1.8	-1	-0.2	-3	1	4
CCN1CCN(Cc2cccc(Oc3ccccc3)c2)CC1	-3	7	-1	-0.6	-3	0.0	-5	0	-2
COc1ccc(S(=O)(=O)N(C)C)cc1NC(=O)CN1CCN(C(=O)C2CC2)CC1	/	-5	2	2.6	/	-0.1	9	/	-2
COc1ccc(N2C(=O)CC(C)(C)CC2=O)cc1OC	1	7	-4	-0.9	1	0.0	3	-19	-8
CC(C)Nc1nc(NC(N)=S)nc(NC(C)(C)C)n1	-2	-21	2	2.6	1	-0.2	-5	10	2
CC1CN(Cc2ccccc2)c2nc3c(c(=O)n(CC(N)=O)c(=O)n3C)n2C1 (stereo unspecified)	1	4	-1	-0.9	1	-0.2	-1	-5	-1
COc1ccc2oc(=O)c(C(=O)N3c4ccccc4CC3C)cc2c1 (stereo unspecified)	4	-11	-1	-0.6	-4	0.0	2	-3	-23
Cc1ccnc(OC(C(=O)O)C(OCCc2ccccc2)(c2ccccc2)c2ccccc2)n1 (stereo unspecified)	-1	6	0	0.4	-2	0.0	1	18	6
CCn1ncc(CN2CCN(Cc3ccc(OC)c(C)c3C)C(CCO)C2)c1C (stereo unspecified)	0	2	-1	-2.7	4	-0.1	-2	2	-3
CCC(=O)c1cn(CC(=O)Nc2cc(C)ccc2C)c2ccccc12	1	-2	3	3.6	0	-0.1	-1	-4	6
Cc1ccc(Nc2nnc(-c3ccncc3)s2)c(Br)c1	-1	-1	3	2.4	-4	0.3	-10	-3	17
O=C(N1CCN(c2ccccc2F)CC1)C12CC3CC(CC(C3)C1)C2	0	-4	7	0.8	-3	-0.1	4	12	-11
CCCCNC(=O)CS(=O)Cc1nc(-c2cccs2)oc1C (stereo unspecified)	1	1	1	-0.1	-7	-0.2	0	7	0
COc1ccc(N(CC(=O)NCC2CCCO2)C(=O)CCC(=O)Nc2cc(C)on2)cc1OC (stereo unspecified)	-1	6	2	2.5	0	0.1	0	5	-5
O=c1[nH]c(=O)n([C@H]2C[C@H](O)[C@@H](CO)O2)cc1Br	/	10	-5	0.3	/	-0.1	-1	/	7
COc1cc(C(=O)OC(C)c2ccc(F)cc2)ccc1OCC(=O)N1CCOCC1 (stereo unspecified)	/	-3	2	0.9	/	0.0	5	/	3
O=C(NNC(=O)c1cccnc1SCc1cccc([N+](=O)[O-])c1)c1ccc(F)cc1	0	3	-1	3.9	0	0.1	4	4	11
CC(Oc1ccc2c(-c3ccccc3)cc(=O)oc2c1)C(=O)O (stereo unspecified)	0	2	0	-1.4	2	-0.5	-9	3	9
S=C(NC1CC1)N1CCN(C(=S)NC2CC2)CC1	-3	10	-2	0.2	-1	0.1	-2	-8	7
CN(C)S(=O)(=O)c1ccc(-c2csc(N/N=C/c3ccco3)n2)cc1	5	-21	2	0.9	4	0.0	-3	4	-6
Nc1nc(-c2ccco2)nn1C(=O)c1ccc([N+](=O)[O-])cc1	-5	2	3	0.1	-3	-0.1	3	-2	-25
Cc1cccc(C)c1OCCCCc1c(C)n[nH]c1C	-1	-2	3	1.2	1	0.1	-12	-1	-6
CN(C)CCCN(C(=O)CCc1ccccc1)c1nc2ccc(F)cc2s1	1	4	-2	1.0	2	-0.2	-8	0	-1
CCOc1ccc(CC(=O)OCn2nnc3ccccc3c2=O)cc1	-12	7	2	-7.2	2	0.3	-4	1	-2
CCCn1nnc(NC(=S)NC(=O)CC)n1	1	10	-5	2.2	0	0.1	9	-2	-2
O=C(CCCNS(=O)(=O)c1cccs1)N1CCN(c2cccc(Cl)c2)CC1	3	-3	0	-0.5	-2	0.2	-3	3	-4
CN(C(=O)c1ccc(F)c(S(=O)(=O)N2CCOCC2)c1)C1CCCCC1	/	5	-3	0.6	/	0.0	0	/	-3

Some of these compounds in order of their number in proCasp3 act, smallest number first:
mol	proCasp3 act
Cc1cccc(C)c1OCCCCc1c(C)n[nH]c1C	-12
O=C(NNC(=O)c1cccnc1SCc1cccc([N+](=O)[O-])c1)c1ccc(F)cc1	4
COc1cc(C(=O)OC(C)c2ccc(F)cc2)ccc1OCC(=O)N1CCOCC1 (stereo unspecified)	5

Going on with the list.
SMILES	TPT1 inh	procasp7 counter	PP1 counter	PP5 inh	CTSL1 counter	Efflux pump inh	proCasp3 act	HCV core dimer	JMJD2C inh
CC(=O)Nc1ccc(NC(=O)COc2c(C)cc(Br)cc2C)cc1	0	5	-2	-0.1	-2	0.2	5	-2	-7
CCOCCn1c(CN2CCCCC2)nc2c1c(=O)n(C)c(=O)n2C	0	-5	1	1.8	-1	0.0	-5	2	-1
COc1ccc(-c2cc(C(=O)NCc3cccnc3)no2)cc1OC	-2	-1	-4	4.1	-4	-0.1	2	-2	-30
N#C/C(=C\c1cccs1)C(=O)NCc1cccnc1	0	-3	-3	1.9	0	0.0	-1	8	0
COc1cc(C(=O)Nc2ccc(N(C)C)cc2)cc(OC)c1OC	3	-4	-4	1.8	-2	0.0	-1	-12	-4
CCn1c(C)nc2cc(C(=O)N/N=C(\C)c3ccc(N4CCOCC4)cc3)ccc21	1	12	-4	0.2	2	0.2	4	-4	-6
N#Cc1ccccc1NC(=O)CN1CCOCC1	0	-12	-3	4.2	4	-0.1	-7	-6	2
CN(c1ccc(Cl)cc1)S(=O)(=O)c1nnc(NC(=O)c2ccco2)s1	1	3	1	1.0	-1	-0.3	6	2	9
O=C(NC(=S)Nc1cccc([N+](=O)[O-])c1)C1CCCC1	3	-12	1	1.9	4	0.3	-4	-13	-42
O=C(C1CCN(S(=O)(=O)c2cc(Cl)ccc2Cl)CC1)N1CCCC1	1	-1	0	-10	3	0.0	-4	-12	6
O=c1[nH][nH]c2nc(C(F)(F)F)cc(C(F)(F)F)c12	-5	-10	1	-0.7	0	-0.2	-5	-14	-1
Cc1cc(C)c(C)c(S(=O)(=O)NCc2ccncc2)c1C	1	6	-1	-0.8	-3	-0.5	5	-1	-2
C=CCNC(=S)N1CCN(c2cc3c(cc2F)c(=O)c(C(=O)O)cn3CC)CC1	0	8	20*	1.1	1	-0.1	-3	-1	4
CCCCn1c(N)c(N(CCOC)C(=O)CCc2ccc(OC)cc2)c(=O)[nH]c1=O	4	17	-1	-1.0	2	-0.2	5	2	-3
c1ccc2c(c1)ncn2CCC1CCCCC1	0	0	0	3.6	2	0.1	4	-1	-12
C=CC[N+](C)(C)CC(=O)OCc1ccccc1	0	-9	-3	2.6	-5	0.0	6	7	-5
Cc1ccc(NC(=S)N(Cc2ccccc2)C(C)C)cc1	0	13	1	2.1	0	-0.1	-2	-5	20
Cc1ccc(C)c(CN2CCC(n3nccc3NC(=O)C3CCCC3)CC2)c1	-4	-3	-4	2.5	-1	0.1	-1	-11	10
CN(CC(=O)Nc1c(Cl)cccc1Cl)C(=O)c1cc2ccccc2cc1O	3	12	3	1.5	4	0.0	-10	1	9
Cc1c([N+](=O)[O-])c(C(=O)N2CCCC2)nn1C	3	5	-2	-3.4	1	0.1	-5	2	-3
CC1CCCCN1CCNC(=O)C1CCCN(c2ncnc3c2nc2n3CCCCC2)C1 (stereo unspecified)	-7	9	-3	-0.4	8	0.0	8	1	-1
O=C(Cc1ccc(S(=O)(=O)N2CCOCC2)s1)Nc1ccc2c(c1)CCC2	0	0	-2	8.6	-3	0.0	-1	26	1
CC(=O)Nc1nnc(CSCc2ccccc2F)s1	1	6	-9	0.7	-5	0.4	-12	-1	/
Cc1ccc(C(=O)NCCN2CCOCC2)cc1Cl	-2	-6	1	-1.5	-14	0.1	-3	1	-9
CC(=O)c1cccc(S(=O)(=O)NC(C)C2CC3CCC2C3)c1 (stereo unspecified)	3	7	2	3.1	-1	0.2	-5	30	15
COc1cc(/C(C)=N/NC(=O)CSc2nc3ccccc3[nH]2)ccc1O	2	-2	-1	1.4	-4	-0.2	6	-5	-3
CCCN(CCC)Cc1c(C(=O)N/N=C/c2ccncc2)nnn1-c1nonc1N	1	7	2	1.8	4	0.0	10	-6	1
Cc1cc(C)c(S(=O)(=O)N2CCN(C(=O)C(C)Cn3nc(C)nc3C)CC2)c(C)c1 (stereo unspecified)	-3	4	0	4.6	0	-0.1	5	8	9
Cc1ccc(N=Nc2c(N)n[nH]c2N)cc1	0	4	-2	0.7	1	-0.2	6	-16	-3
O=C(NCCCN1CCOCC1)c1cc(-c2ccc(F)cc2)nc2ccccc12	/	-7	-1	0.9	/	0.0	7	/	0
CC(=O)Oc1ccc(-c2nc3cc(Cl)ccc3c(=O)o2)cc1	-2	0	0	-1.7	-9	0.0	-7	3	-10
CC(=O)Nc1ccc(C(=O)OCC(=O)N(c2ccccc2)C2CCS(=O)(=O)C2)cc1 (stereo unspecified)	/	-3	-3	-1.2	/	-0.4	11	/	1
O=C(COC(=O)c1ccccc1O)NC12CC3CC(CC(C3)C1)C2	/	0	/	/	/	0.1	1	/	-3
Cc1ccc(N(CC(O)CN(C)C)S(=O)(=O)c2ccccc2)cc1 (stereo unspecified)	-5	4	-2	-1.7	1	0.0	2	-6	8
COC(=O)[C@H](Cc1ccccc1)NC(=O)[C@@H](N)CC(=O)OCc1ccccc1	/	10	-3	0.4	/	-0.1	6	/	2
O=[N+]([O-])/C=C/c1cc2ccccc2[nH]1	1	-15	2	2.1	0	0.2	-6	-2	1
O=C(CCCOc1ccccc1)N1CCN(c2ccccn2)CC1	3	0	-3	-0.7	6	0.1	9	1	-1
Cc1ccc2nc(-c3ccc(NS(=O)(=O)c4ccccc4)cc3)sc2c1	0	52*	0	6.5	5	0.0	23*	10	-3
COC(=O)c1cc(C(=O)OC)cc(S(=O)(=O)Nc2ccc(Cl)c(N)c2)c1	-2	5	0	3.0	-3	-0.1	2	1	-9
O=S(=O)(Cc1ccccc1Cl)NCCc1ccccc1	1	14	0	2.5	-5	0.3	3	1	-1
CC(=O)N(c1ccccc1)c1ccc([N+](=O)[O-])cc1[N+](=O)[O-]	2	-4	-1	2.0	1	0.1	-2	14	-2
CN(C)S(=O)(=O)c1ccc(C(=O)OCCCN=C2NS(=O)(=O)c3ccccc32)cc1	-2	-8	-9	4.1	-7	0.5	3	4	i

Compound activity deposited in PubChem BioAssay by several laboratories.
